# Bioassay records as filed in PubChem BioAssay.
# M1 agonist = M1 muscarinic receptor agonists, primary screen, CHO-M1 cells, Fluo-4 calcium, agonist mode; Fluo-4 calcium fluorescence; active compounds read high; B-score at 10 µM; hit rate 3% among 64,000; AID 626, 2007;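 active = fluorescence rise, raw or as B-score row- and column-corrected plate score, outside the 99.7% band of its plate's samples, either direction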
# 5HT1E ag = 5-HT1E receptor agonists, primary screen, cell-based, HTS; 5-hydroxytryptamine receptor 1E (Homo sapiens), P28566; CHO 5-HT1E Ga15 NFAT-bla reporter, FRET; 0% DMSO wells, 100% control agonist wells; activation, % at 6 µM; hit rate 0.69% among 65,000; AID 574, 2007;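 active = activation above a set limit, the screen-wide mean activation plus 3 SD, cut at about 8.5% in these data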;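 note: 100% = positive control agonist at 1 µM giving full maximal response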
# Target sequence (P28566 whole entry, looked up): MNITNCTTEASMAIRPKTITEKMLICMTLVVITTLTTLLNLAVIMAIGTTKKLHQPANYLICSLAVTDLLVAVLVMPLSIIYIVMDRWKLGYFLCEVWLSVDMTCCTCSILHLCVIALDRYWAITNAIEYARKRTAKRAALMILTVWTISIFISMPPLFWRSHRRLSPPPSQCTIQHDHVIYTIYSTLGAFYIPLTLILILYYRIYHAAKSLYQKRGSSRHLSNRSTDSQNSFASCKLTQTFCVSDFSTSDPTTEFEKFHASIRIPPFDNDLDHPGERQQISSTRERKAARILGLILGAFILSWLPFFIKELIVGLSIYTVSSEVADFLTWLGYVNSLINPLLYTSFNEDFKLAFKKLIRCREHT
# HTR1A agonist = human 5-HT1a receptor agonists, primary screen, cell-based, CHO, Ga15 NFAT-bla reporter; 5-hydroxytryptamine receptor 1A (Homo sapiens), P08908; CHO 5-HT1a Ga15 NFAT-bla reporter, FRET ratio; 0% basal, 100% maximal reference agonist; activation, % at 10 µM; hit rate 0.56% among 65,000; AID 567, 2006;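 active = activation above the screen-wide mean activation plus 3 SD, cut at about 19% in these data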;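 note: 0% = DMSO wells and 100% = 5-CT at EC100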
# Target sequence (P08908 whole entry, looked up): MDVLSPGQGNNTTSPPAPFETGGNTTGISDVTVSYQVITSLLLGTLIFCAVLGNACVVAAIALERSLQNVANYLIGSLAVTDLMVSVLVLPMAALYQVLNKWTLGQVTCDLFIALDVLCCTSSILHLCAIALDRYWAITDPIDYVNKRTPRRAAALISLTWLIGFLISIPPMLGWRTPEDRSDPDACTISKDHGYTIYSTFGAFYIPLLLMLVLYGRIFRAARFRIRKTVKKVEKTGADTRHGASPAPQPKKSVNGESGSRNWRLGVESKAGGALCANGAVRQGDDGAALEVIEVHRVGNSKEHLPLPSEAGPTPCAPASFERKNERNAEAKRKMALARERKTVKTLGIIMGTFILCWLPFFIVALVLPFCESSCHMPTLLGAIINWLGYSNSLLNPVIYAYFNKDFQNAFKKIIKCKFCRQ
# 5HT1E antag = 5-HT1E receptor antagonists, primary screen, cell-based, HTS; CHO 5-HT1E Ga15 NFAT-bla reporter, FRET, antagonist; inhibition, % at 6 µM; hit rate 0.99% among 65,000;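 active = inhibition above a set limit, the mean inhibition across every tested compound plus 3 SD, cut at about 29% in these data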;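 note: signal is the 460 over 535 nm emission ratio of beta-lactamase substrate; 0% = agonist plus DMSO wells and 100% = wells without agonist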
# Jurkat tox 60K = cytotoxicity toward Jurkat T cells, primary screen, cytotoxicity control, cell-based, Jurkat E6.1, 60K MLSMR library | inhibition, % at 4 µM | Jurkat E6.1 viability, ATP luminescence, 48 h | AID 463, 2006 | hit rate 1.2% among 56,000;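 active = inhibition above the mean inhibition of all tested compounds plus 3 SD, cut at about 28% in these data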
# S1P1 ag-PAM = S1P1 agonists and agonism potentiators, primary screen, cell-based, primary and confirmation screens, CRE-bla reporter; Sphingosine 1-phosphate receptor 1 (Homo sapiens), P21453; S1P1 CRE-bla cells, forskolin, beta-lactamase FRET, potentiator mode; S1P1 agonist co-added at EC20, 2 nM; 100% = saturating reference agonist, 0% = basal; activation, % at 9.5 µM; hit rate 0.57% among 56,000; AID 449, 2006;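 active = activation above a cutoff set at the mean activation of all tested compounds plus 3 SD, cut at about 54% in these data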;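 note: forskolin at 4 µM as EC80 and the EC20 agonist is SEW2871; 100% = SEW2871 at its EC100 plus forskolin at EC80; some compounds past the cut are filed as inactive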
# M1 antagonist = antagonists of rat M1 muscarinic receptor; Muscarinic acetylcholine receptor M1 (Rattus norvegicus), P08482; CHO-M1 cells, Fluo-4 calcium, ACh EC80 antagonist mode; active compounds read low; B-score at 10 µM; hit rate 3.4% among 64,000;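 active = calcium fluorescence response, raw or row-and-column corrected B-score, differing from the plate sample mean either way at a set confidence level, mostly lower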
# S1P3 agonist = human S1P3 receptor agonists, primary screen, cell-based, primary and confirmation, NFAT-BLA reporter | Sphingosine 1-phosphate receptor 3 (Homo sapiens), Q99500 | S1P3 NFAT-BLA reporter cells, agonism, FRET ratio; relative to 1 µM S1P, basal subtracted | activation, % at 4.5 µM | hit rate 0.1% among 60,000;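 active = activation above the screen-wide mean plus 3 SD, cut at about 4.5% in these data, passing the limit was not always enough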; note: some compounds called inactive have numbers as strong as hits
#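 Measure – % activation relative to 1 µM S1P (100%), per plate · System – stable CHO line with human S1P3, Gα16, NFAT-BLA reporter · Timing – cells plated overnight, compound 4 h 37 °C, substrate 2 h RT · Technique – fluorescent BLA substrate, ex 405 nm, em 460/535 nm ratio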
# 5-HT1A blocker = human 5-HT1a receptor antagonists, primary screen, cell-based, CHO, Ga15 NFAT-bla reporter | 5-hydroxytryptamine receptor 1A (Homo sapiens), P08908 | CHO 5-HT1a Ga15 NFAT-bla reporter, antagonist mode | inhibition, % at 10 µM | hit rate 0.68% among 62,000;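 active = inhibition above the mean of all tested compounds plus 3 SD, cut at about 43% in these data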;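 note: receptor stimulated by 5-CT agonist at 100 nM near EC80; beta-lactamase reporter measured by ratiometric fluorescence of a cleavable substrate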
# An asterisk follows results filed as active; . = not tested or not shown.
SMILES,M1 agonist,5HT1E ag,HTR1A agonist,5HT1E antag,Jurkat tox 60K,S1P1 ag-PAM,M1 antagonist,S1P3 agonist,5-HT1A blocker
COc1ccccc1NC(=O)N(Cc1ccco1)Cc1cc2cccc(C)c2[nH]c1=O,1.6,-0.3,7.2,1,5,-23,-1.2,-0.7,12
CC(C)NC(=O)C1(O)c2ccccc2NC(=O)N1c1ccc(Cl)c(Cl)c1 (configuration not stated),0.73,0.5,-0.7,8,.,.,-1.9,.,7
CCCOC(=O)CN1C(=O)c2ccc(C(=O)OCCC)cc2C1=O,0.49,-0.6,-0.3,-2,-8,11,0.84,0.3,-10
CCCCNC(=O)c1sc(=S)n2c1[nH]c(=O)c1ccccc12,-0.72,-0.3,-2.6,-8,12,31,-1.1,-0.5,10
CCOc1ccc(N(CC)S(=O)(=O)c2ccc3c(c2)oc(=O)n3C)cc1,-0.031,2.8,-0.1,3,66*,-10,0.065,-0.4,6
COc1cc(C(=O)COC(=O)Cc2cnc3sccn23)cc(OC)c1OC,-1.2,-0.4,-2.5,-4,-7,-17,-0.11,-0.9,4
CCN(C(=O)COc1cc(=O)n(CC)c2ccccc12)c1cccc(Cl)c1,4.4*,-0.4,-3.7,-3,1,-1,-0.75,0.4,5
COCCn1nnnc1C(c1ccc(O)c(OC)c1)N1CCc2ccccc2C1 (configuration not stated),4*,-0.2,-1.7,-11,-2,-12,0.0035,0.2,3
Cc1ccc2cc(C#N)c(SCC(=O)NCc3ccco3)nc2c1,-0.84,-0.9,-3.5,-2,16,-23,-0.97,-0.2,13
Cc1c(C(=O)NCC2COc3ccccc3O2)oc2ccc(S(=O)(=O)N3CCOCC3)cc12 (configuration not stated),16*,1.4,4.7,7,.,.,-2.4*,.,-14
COc1ccc(OC)c(S(=O)(=O)Nc2ccccc2F)c1,-0.55,0.3,2.0,-1,-2,.,0.5,-1.3,0
O=C(N1CCOCC1)N1CCC(NC(=O)C23CC4CC(CC(C4)C2)C3)CC1,-0.23,1.8,-4.1,4,2,-4,0.12,-0.8,-1
Cc1ccc(-c2cccc(NC(=O)C3C(C(=O)O)[C@@H]4C=C[C@H]3C4)c2)o1 (some centres not stated),0.31,0.1,-0.7,-5,-8,-7,-0.75,-0.9,6
O=C1C(=O)N(CCCN2CCOCC2)C(c2ccccn2)/C1=C(\O)c1ccc2c(c1)OCCO2 (configuration not stated),0.36,2.3,-1.9,-6,-2,-12,0.62,0.4,-6
COc1ccc(OC)c(S(=O)(=O)N(C)CC(=O)Nc2ccc3c(c2)OCCO3)c1,.,0.6,-0.8,-4,0,.,.,0.4,-4
O=C(c1ccccc1)c1ccc2nc[nH]c2c1,0.058,-0.8,-1.1,9,4,19,0.00011,-0.8,4
COc1ccc(-c2nnc(SCC#CCO)o2)cc1OC,0.34,-0.3,-0.9,1,-1,-12,-0.75,-0.8,9
CC1=NC(C)Cc2ccccc21 (configuration not stated),0.36,0.8,-4.0,-3,-4,-28,-0.67,0.5,-12
Cc1cc(C)c2c(CC(=O)N(CCC#N)Cc3cccnc3)coc2c1,-0.75,-0.1,0.2,5,0,.,0.041,-1.0,2
COc1ccc(C(=O)Cn2nnc(-c3ccccc3-n3cnnn3)n2)cc1,1.5,1.5,-0.8,-1,-8,-13,0.038,0.7,8
N#CC(C(=O)NC1CCCCC1)c1nc2ccccc2nc1N1CCOCC1 (configuration not stated),84*,-0.4,-2.5,6,0,-3,1.7,-0.5,-5
Cc1oc2c(c(=O)c1C)C(=O)CC(c1ccccc1)C2 (configuration not stated),-0.7,0.2,-0.9,4,2,.,0.75,-1.0,-2
Cc1c(N2C(=O)c3ccc4c5c(ccc(c35)C2=O)CC4)c(=O)n(-c2ccccc2)n1C,0.62,0.1,5.0,-6,-2,-19,-0.19,-0.3,-10
CCc1ccccc1N(CC(=O)Nc1cccc(N(C)S(C)(=O)=O)c1)S(C)(=O)=O,0.52,0.1,-1.1,-1,-12,-4,0.022,0.5,4
O=C(OCCN1CCCCC1)c1ccccc1Cl,-0.096,-1.0,-4.2,-8,0,-4,-2.6*,-0.3,10

# 3 entries already listed, ordered by the value under M1 agonist, lowest first.
structure | M1 agonist | 5HT1E ag | HTR1A agonist | 5HT1E antag | S1P1 ag-PAM | M1 antagonist | S1P3 agonist | 5-HT1A blocker
O=C(OCCN1CCCCC1)c1ccccc1Cl | -0.096 | -1.0 | -4.2 | -8 | -4 | -2.6* | -0.3 | 10
Cc1ccc(-c2cccc(NC(=O)C3C(C(=O)O)[C@@H]4C=C[C@H]3C4)c2)o1 (some centres not stated) | 0.31 | 0.1 | -0.7 | -5 | -7 | -0.75 | -0.9 | 6
CC(C)NC(=O)C1(O)c2ccccc2NC(=O)N1c1ccc(Cl)c(Cl)c1 (configuration not stated) | 0.73 | 0.5 | -0.7 | 8 | . | -1.9 | . | 7

# Remaining list, next part:
SMILES,M1 agonist,5HT1E ag,HTR1A agonist,5HT1E antag,Jurkat tox 60K,S1P1 ag-PAM,M1 antagonist,S1P3 agonist,5-HT1A blocker
O=C(CSc1ccc(-c2nc3ccccc3[nH]2)cn1)N1CCN(C(=O)c2ccco2)CC1,12*,-1.7,-1.5,4,-2,2,-1,0.0,-5
CCCCCOC(=O)NCCOC(=O)Nc1ccc(C(=O)OCC)cc1,1.1,0.1,-0.6,-14,-13,5,-2.5*,-0.3,6
COC(=O)c1cc(C(=O)OC)cc(N2C(=O)CC(N3CCN(c4ccccc4)CC3)C2=O)c1 (configuration not stated),0.34,-0.4,1.7,4,5,-4,-0.67,-0.1,4
CC1CCCN(c2nc3ccccc3nc2C(C#N)C(=O)OC2CCCCC2)C1 (configuration not stated),0.015,-2.1,-2.0,13,5,20,-0.47,-1.2,5
Cc1ccc(CN(CC2CCCO2)C(=O)CN2C(=O)C(C(C)C)Oc3ccccc32)o1 (configuration not stated),4.9,2.2,-2.3,2,-2,7,0.23,-1.3,15
O=C(Nc1cccc2c1CCCC2)C1CCN(C(=O)NC2CCCCC2)CC1,-1.7,-1.2,-1.8,6,6,4,-0.022,-0.6,1
Cn1c(=O)c2cc(NC(=O)c3ccccc3Cl)c(=O)oc2n(C)c1=O,-0.44,0.0,-3.5,2,.,.,0.28,.,1
COc1ccc(N2CC(C(=O)Nc3ccc(F)cc3F)CC2=O)cc1 (configuration not stated),0.02,-0.3,-2.2,2,2,-29,-0.2,0.5,-13
COc1ccccc1NC1SC(=O)N(c2ccccc2)C1=O (configuration not stated),0.25,0.1,0.6,-3,-9,9,0.55,-0.4,-5
COc1ccc(COn2c(=O)c(C)[n+]([O-])c3ccccc32)cc1OC,0.32,0.1,-0.2,8,4,-32,0.088,-1.2,-11
COC(=O)Nc1ccc(C)c(NC(=O)OC)c1,0.13,1.2,-3.2,1,-9,-21,0.99,0.3,-2
CCOC(=O)C1CCN(c2cc(=O)n(Cc3ccc(F)cc3)c(=O)[nH]2)CC1,0.008,0.0,5.1,-9,-4,-16,0.44,0.5,0
COC(=O)C1C(=O)C2=C(CC1C)NC(C)=C(C(=O)OCc1ccc(OC)cc1)C2c1ccc(C)o1 (configuration not stated),0.93,-0.2,2.0,6,0,11,0.51,-0.3,15
CN1CCN(C(=O)c2cccc(COc3cc(Cl)ccc3Cl)c2)CC1,0.59,-1.2,-1.8,5,-1,-10,-0.024,-0.8,3
CCS(=O)(=O)N1CCCC(C(=O)NCCN2CCC(Cc3ccccc3)CC2)C1 (configuration not stated),-0.068,0.7,-3.3,-4,2,-1,-0.79,0.5,29
CCCc1[nH]nc2c1C(c1ccc(O)c(OC)c1)C(C#N)=C(N)O2 (configuration not stated),2.1,1.1,0.2,-1,4,8,-0.85,-0.9,-2
CC(=O)c1c(C)[nH]c(C(=O)NCc2cccs2)c1C,0.18,-0.2,-3.7,10,5,11,0.048,-0.5,3
COc1ccc(C2C(C(=O)c3cc4cccc(OC)c4o3)=C(O)C(=O)N2CCCN(C)C)cc1OC (configuration not stated),0.44,-0.7,2.6,1,1,16,-0.00061,-0.6,-11
Cc1ccc(N)c(C(=O)CCCCC(=O)O)c1,-0.22,-0.8,-0.1,14,-6,4,0.93,-1.3,12
CN1CCN(C(=O)CN(c2cccc(Cl)c2)S(=O)(=O)c2ccccc2)CC1,1.5,1.1,-3.6,1,0,-3,-1.9,-0.6,-2
C/C=C/Cn1c(N(C)Cc2ccccc2)nc2c1c(=O)[nH]c(=O)n2C,1.5,0.6,-3.1,24,1,-28,0.25,-0.9,-2
CCOC(=O)c1[nH]c2ccc(F)cc2c1NC(=O)C(C)N1CCc2cc(OC)c(OC)cc2C1 (configuration not stated),-0.75,0.4,2.3,-5,21,3,-0.4,-0.6,-18
CCN(CC)CCNC(=O)c1sc2nc(-c3ccccc3)cn2c1C,0.028,0.6,-2.9,0,0,-10,-0.79*,-1.0,2
CC(=O)C1C(=O)CC(C)(O)C(C(C)=O)C1c1ccc(N(C)C)cc1 (configuration not stated),0.58,-0.8,-0.7,-1,-3,-9,0.17,-1.1,3
O=C(CN(CCc1ccccc1)C(=O)CNS(=O)(=O)c1ccccc1)NCc1ccco1,-0.12,-1.9,-1.4,-3,2,5,-0.12,-0.8,-11

# Continuation.
SMILES,M1 agonist,5HT1E ag,HTR1A agonist,5HT1E antag,Jurkat tox 60K,S1P1 ag-PAM,M1 antagonist,S1P3 agonist,5-HT1A blocker
COc1ccccc1NC(=O)c1ccccc1NS(C)(=O)=O,-0.043,-0.3,-3.4,-1,10,14,-0.48,-0.7,9
O=C(CC1Oc2ccccc2NC1=O)NC1CCCC1 (configuration not stated),-0.9,0.2,-4.2,5,2,-7,0.016,-1.5,12
COc1cc(-c2nc(S(=O)(=O)c3ccc(Cl)cc3)c(N(C)C)o2)cc(OC)c1OC,1.8,0.4,-2.3,1,6,-95,0,0.6,-18
Cc1ccc(CN(c2ccc(C(=O)N3CCOCC3)cc2)S(C)(=O)=O)cc1,0.59,-1.1,-2.4,-3,4,-30,0.35,-1.0,-1
COc1ccc(NC(=O)CSc2c(C)nn(-c3nnc(C)c(=O)[nH]3)c2C)cc1,0.31,0.4,-0.5,6,4,15,-0.46,-1.1,-3
COc1ccc(S(=O)(=O)Nc2ccc(S(=O)(=O)N3CCCCC3)cc2)cc1OC,-0.69,0.4,0.8,3,3,20,0.8,-0.6,1
Cc1nc(SCC(=O)N2CCN(c3ccccc3)CC2)c2c(=O)n(C)c(=O)n(C)c2n1,-0.09,0.4,-2.6,4,5,13,0.5,-0.3,10
CCCCc1nc(NCCN2CCOCC2)c(C#N)c2c1COC(C)(C)C2,-2.6,-0.8,4.8,12,.,0,0.1,-4.8,.
CCCn1c(SCC(=O)N2CCc3ccccc32)nnc1-c1ccco1,-1,1.2,0.3,-8,-4,17,-0.011,-0.4,-9
Cc1cccc(CCNC(=O)C2CCCN(S(=O)(=O)c3cccc4nsnc34)C2)c1 (configuration not stated),0.064,1.7,-3.0,0,1,-2,0.16,-0.9,-3
